Screens deposited in PubChem by National Center for Advancing Translational Sciences (NCATS).
LDHA block: qHTS assay for inhibitors of human lactate dehydrogenase | L-lactate dehydrogenase A chain (Homo sapiens), P00338 | purified LDHA, NADH/diaphorase-resazurin fluorescence; hits give low values | activity change, % (values are at about 110 or 230 µM) | AID 1347041, 2019 | 0.15% of 480,000 active; in the data active = activity change below about -30%; inconclusive = mostly about -25% to -30%;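 note: plate controls were DMSO wells for no effect and wells without enzyme for full effect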
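Remaining NADH was detected by diaphorase (0.133 mg/mL) converting 37 µM resazurin to fluorescent resorufin, read at 0 and 20 minutes. The preceding 5-minute room-temperature reaction used 2 nM LDHA, 0.2 mM sodium pyruvate and 0.06 mM NADH at pH 7.4.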
RGS4 inh: Inhibitors of Regulator of G Protein Signaling (RGS) 4: qHTS; 0.039% of 390,000 active; Potency, µM (doses to about 114 µM), for inactives: at the top dose activity change, negative = inhibition, actives largely listed as inhibitors; Transcreener GDP fluorescence polarization, RGS4-accelerated GTP hydrolysis; AID 504845, 2011; Regulator of G-protein signaling 4 (Homo sapiens), P49798; note: potency is the fitted concentration of half-maximal effect; % is set by controls: 0 for no effect and ±100 for the full control effect; nearly all actives have a fitted effect of over 75% in size; some results filed as inactive show a strong effect at the top dose
Target sequence (P49798 whole entry, looked up): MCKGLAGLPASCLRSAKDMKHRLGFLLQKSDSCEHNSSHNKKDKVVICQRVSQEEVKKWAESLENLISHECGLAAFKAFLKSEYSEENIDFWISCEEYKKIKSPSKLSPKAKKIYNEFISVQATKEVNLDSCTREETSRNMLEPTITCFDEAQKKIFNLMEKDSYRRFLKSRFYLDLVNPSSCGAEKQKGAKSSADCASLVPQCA
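MLSMR compounds (23 nl, pin-transferred) preincubated 10 min at room temperature with a 500nM (2x) first reagent, then RGS4 at 900nM (2x) plus Transcreener GDP mix added; fluorescence polarization (620/688 nm) read before and after 90 min at 30 °C.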
Vif-APOBEC3F blk: qHTS for Inhibitors of Vif-A3F Interactions: qHTS. HeLa A3F-eYFP + Vif (tagged APOBEC3F with the HIV-1 protein that degrades it), YFP fluorescence increase. Potency, µM (top dose mostly 46.1 µM), for the others: at the top dose activity, negative = active. 0.2% of 390,000 active. AID 602313, 2012; note: potency is the fitted concentration of half-maximal effect; % of control where 0% means no effect; nearly all actives have a fitted effect of over 65% in size
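HeLa cells stably expressing A3F-eYFP plus Vif, plated and incubated overnight at 37 deg C, then exposed to compounds overnight at 37 deg C. Blocked degradation read as raised yellow fluorescence (Ex 488/Em 500-530).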
Vif-APOBEC3G blk: qHTS for Inhibitors of Vif-A3G Interactions: qHTS; Potency, µM (titrated, usually from 46.1 µM), without a hit: at the highest dose activity, negative = active, most hits filed as inhibitors; AID 602310, 2012; DNA dC->dU-editing enzyme APOBEC-3G (Homo sapiens), Q9HC16; HeLa A3G-eYFP + Vif (tagged APOBEC3G with the HIV-1 protein that degrades it), YFP fluorescence, overnight; 0.076% of 410,000 active;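 note: potency is the fitted concentration of half-maximal effect; % is set by controls: 0 for no effect and ±100 for the full control effect; nearly all actives have a fitted effect of over 60% in size; hits raise eYFP signal because A3G escapes Vif-driven loss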
Target sequence (Q9HC16 whole entry, looked up): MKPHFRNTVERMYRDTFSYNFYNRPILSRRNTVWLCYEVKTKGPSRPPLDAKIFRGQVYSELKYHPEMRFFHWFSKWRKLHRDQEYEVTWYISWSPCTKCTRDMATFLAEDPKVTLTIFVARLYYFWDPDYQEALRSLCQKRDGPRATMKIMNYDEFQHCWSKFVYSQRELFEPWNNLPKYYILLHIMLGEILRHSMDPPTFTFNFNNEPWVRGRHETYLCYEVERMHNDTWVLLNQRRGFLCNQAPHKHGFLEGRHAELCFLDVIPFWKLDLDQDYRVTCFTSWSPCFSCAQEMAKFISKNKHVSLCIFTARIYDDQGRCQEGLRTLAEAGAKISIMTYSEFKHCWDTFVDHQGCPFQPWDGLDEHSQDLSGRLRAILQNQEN
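HeLa cells stably expressing Vif and C-terminally eYFP-tagged A3G, seeded overnight at 37 deg C, then exposed to compound by pintool overnight at 37 deg C. Rise in yellow fluorescence (Ex 488/Em 500-530, Acumen) marks blocked Vif-driven A3G degradation.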
Glioma ERSR ind: qHTS for Inducers of the Endoplasmic Reticulum Stress Response (ERSR) in Human Glioma: qHTS | U87-MG GRP78 promoter luciferase reporter, 16 h | Potency, µM, inactives show at the highest dose activation, hits mostly activators | 0.02% of 420,000 active; note: potency is the fitted concentration of half-maximal effect; series mostly up to about 76 µM; % of control where 0% means no effect; nearly all actives have a fitted effect of over 35% in size
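ERSR induction read as luciferase luminescence (Bright-Glo, 10 min at room temperature) in stably transfected human U87-MG glioma cells exposed to compounds for 16 h, using GRP78 as sensor.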
USP1-UAF1 inh: Inhibitors of USP1/UAF1: Primary Screen; recombinant USP1/UAF1, Ub-Rhodamine cleavage fluorescence; Potency, µM (series often up to 57.1 µM), inactives show top-dose activity change, negative = inhibition, actives largely listed as inhibitors; 0.23% of 390,000 active; note: potency is the fitted concentration of half-maximal effect; % is set by controls: 0 for no effect and ±100 for the full control effect; nearly all actives have a fitted effect of over 60% in size; inactives centre near -12
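USP1/UAF1 complex at 1 nM was preincubated with compound for 15 min at room temperature, then Ub-Rho substrate (150nM final) was added. Fluorescence (480/540 nm) was read kinetically, 6 reads every 60 seconds.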
TrxR1 inh: qHTS Assay for Inhibitors of Mammalian Selenoprotein Thioredoxin Reductase 1 (TrxR1): qHTS | recombinant rTrxR1, NADPH fluorescence consumption, selenite substrate | Potency, µM (top dose mostly 114 µM), for the others: top-dose activity change, negative = inhibition, actives largely listed as inhibitors | 1% of 390,000 active; note: potency is the fitted concentration of half-maximal effect; % is set by controls: 0 for no effect and ±100 for the full control effect; nearly all actives have a fitted effect of over 65% in size
Target sequence (O89049 whole entry, looked up): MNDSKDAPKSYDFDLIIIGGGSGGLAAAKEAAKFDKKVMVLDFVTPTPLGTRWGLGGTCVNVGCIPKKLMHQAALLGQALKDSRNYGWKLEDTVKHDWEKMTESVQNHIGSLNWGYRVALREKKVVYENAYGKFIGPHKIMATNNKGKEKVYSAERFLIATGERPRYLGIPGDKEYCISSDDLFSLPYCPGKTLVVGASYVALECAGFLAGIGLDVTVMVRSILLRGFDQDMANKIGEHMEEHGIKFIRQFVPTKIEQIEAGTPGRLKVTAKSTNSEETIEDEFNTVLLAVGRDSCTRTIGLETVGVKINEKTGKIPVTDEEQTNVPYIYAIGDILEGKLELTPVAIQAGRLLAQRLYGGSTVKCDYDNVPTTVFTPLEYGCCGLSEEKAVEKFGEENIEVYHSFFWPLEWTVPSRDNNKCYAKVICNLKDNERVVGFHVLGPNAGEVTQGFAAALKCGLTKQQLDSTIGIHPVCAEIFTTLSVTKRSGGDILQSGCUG
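Rat TrxR1 (90 nM in the dispensed reagent) was pre-reduced with 400 uM NADPH for 5 min at room temperature, then incubated with compound for 15 min. After 400 uM selenite was added, NADPH fluorescence (Ex 340/Em 450 nm) was followed for 8 min.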
TrxR1 substrate: qHTS Assay for Substrates of Mammalian Selenoprotein Thioredoxin Reductase 1 (TrxR1): qHTS; Thioredoxin reductase 1, cytoplasmic (Rattus norvegicus), O89049; purified TrxR1 substrate turnover, NADPH consumption readout; Potency, µM (titrated, usually from 114 µM), inactives show at the highest dose activity change, negative = substrate turnover; 0.01% of 390,000 active; note: potency is the fitted concentration of half-maximal effect; % is set by controls: 0 for no effect and ±100 for the full control effect; nearly all actives have a fitted effect of over 50% in size
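Rat TrxR1, dispensed at 90 nM, was prereduced with 400 uM NADPH (final) for 5 min at ~22 deg C, then incubated with compound 15 min before 400 uM selenite. A first-read NADPH fluorescence drop versus no-compound background flagged substrates.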
mIDH1 inhibitor: qHTS for Inhibitors of mutant isocitrate dehydrogenase 1 (IDH1): qHTS | IDH1-R132H enzyme, NADPH consumption, diaphorase/resazurin fluorescence | 0.093% of 390,000 active | Potency, µM (titrated, usually from 76.6 µM), without a hit: at the highest dose activity change, negative = inhibition, hits mostly inhibitors | Isocitrate dehydrogenase [NADP] cytoplasmic (Homo sapiens), O75874; note: potency is the fitted concentration of half-maximal effect; % is set by controls: 0 for no effect and ±100 for the full control effect; nearly all actives have a fitted effect of over 65% in size
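IDH1-R132H (0.5 ug/mL dispensed) in pH 7.5 Tris buffer was preincubated 30 min with compound, then given a substrate mix of 0.016 mM NADPH and 2 mM alpha-KG for 80 min at room temperature; remaining NADPH was read by diaphorase/resazurin fluorescence.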
Active calls of the source: *; ? = inconclusive; & = joins results of further samples; [ ] = remark or other dose. Unless noted, calls come from the whole dose curve; as a rule, active = well fitted curve in the direction sought with a large enough effect; inconclusive = small, poorly fitted or top-dose-only effect, or another doubt; inactive = no such curve, though single readings can be large; an effect the other way counts as inactive or inconclusive.

Under each structure: TrxR1 inh	TrxR1 substrate	USP1-UAF1 inh	mIDH1 inhibitor	Vif-APOBEC3F blk	RGS4 inh	Glioma ERSR ind	LDHA block	Vif-APOBEC3G blk
> CCOc1ccc(NC(=O)CCNS(=O)(=O)c2cccc3nsnc23)cc1
  10%&7%	1%&-1%	-9%&-29%	6%&-5%	-19%&-22%	-1%&-10%	-3%&-3%	1&0	-5%&0%
> COc1cc(OC)c2c(c1)C(=O)OC2OC (stereo not given)
  15%	9%	-14%	5%	0%	-4%	-4%	1	-6%
> CN/N=C/c1ccc(C#N)cc1
  -11%	-17%	-9%	-4%	-4%	-3%	-2%	0	0%
> CC(=O)Nc1nonc1NC(C)=O
  -6%	-3%	-15%	0%	0%	5%	-5%	-2	3%
> O=C(Nc1ccccc1)C1=C[C@H](c2ccc3c(c2)OCO3)C[C@H](OCc2ccc(CO)cc2)O1
  18%[2.29 µM]	-7%	-11%	-1%[38.3 µM]	-2%	12%	4%	0	-1%
> CNC(=O)c1sc(-c2cccnc2)nc1C
  -5%	-7%	-16%	-1%	5%	40%	-5%	-9	1%
> Cc1cc(C)c(S(=O)(=O)N2CCC3(CC2)OCCN3S(=O)(=O)c2cccs2)c(C)c1
  20%	2%	-13%	10%	4%	-6%	-4%	0	0%
> COc1ccc(CC(NC(C)=O)C(=O)NC2CCN(C(=O)c3cnccn3)CC2)cc1 (stereo not given)
  11%	3%	6%	-2%	-13%	-1%	-3%	4	-12%
> Cc1ccccc1Nc1nc(N)nc(CSc2nnc(-c3ccccc3)n2C)n1
  -3%	-1%	-17%	-4%	9%	-24%	-3%	-4	2%
> CCOC(=O)C1CCCN(C(=O)c2cccc(N3C(=O)c4ccccc4C3=O)c2)C1 (stereo not given)
  4%	-3%	-18%	10%	6%	0%	4%	-1	0%
> COc1ccc(N(CC(=O)NCc2ccc3c(c2)OCO3)C(=O)c2csnn2)cc1
  -2%[57.1 µM]	12%[0.0914 µM]	-11%	-9%	-5%	35%	3%	-2	0%
> O=C(CNC(=O)c1ccccc1)NC1(C(=O)NC2CCCC2)CCCCC1
  -5%	-2%	-24%	-6%	-2%	16%	-2%	0	-3%
> CCCCN1C(N)=NC[C@@H]1Cc1ccccc1
  8%[57.1 µM]	-6%[57.1 µM]	-2%	6%	2%	-8%	-4%	0	0%
> NC(=S)NC(=O)/C=C/c1ccccc1
  9%[57.1 µM]	-4%	-6%	25%	-7%	4%	-3%	-11	1%
> CC1CCN(C(=O)CSc2nnc(-c3ccc(S(=O)(=O)N4CCOCC4)cc3)n2C)CC1
  26%	24%	-3%	3%	5%	-7%	1%	-11	2%
> O=[N+]([O-])c1cccc(-c2nnc3c4ccccc4c4ccccc4n23)c1
  24%[57.1 µM]	7%[57.1 µM]	-2%	-4%	2%	52%	4%	-18	-1%
> O=C(Nc1csc(Cl)c1)c1ccccc1
  11%	0%	-23%	5%	4%	-10%	4%	-3	-2%
> Cc1cc(C(=O)N2CCC(Cc3ccccc3)CC2)c(C)o1
  0%	4%	-28%	3%	1%	-17%	-6%	3	0%
> CCOC(=O)c1c(C)nsc1NCc1ccccc1
  32%	6%	-23%	5%	-20%	?	-4%	0	-15%
> CC(=O)c1c(N)nc2n(c1=O)CCCCC2
  7%[57.1 µM]	3%[57.1 µM]	0%	4%	0%	10%[11.4 µM]	-4%	-10	0%
> COc1ccccc1N1CCN(C2=Nc3cccc4cccc2c34)CC1
  16%[57.1 µM]	-7%	-9%	13%	9%	10%	-1%	11	2%
> O=C1NC[C@H](Cc2ccccc2)N(CC2CCN(CCc3ccc(-c4ccccc4)cc3)CC2)C1=O
  23%	0%	-19%	-2%	4%	18%	-2%	-2	2%
> Cc1cc(NC(=O)COC(=O)C2CCN(S(=O)(=O)c3cccc(Cl)c3Cl)CC2)no1
  7%	4%	-1%	-4%	3%	-24%	-11%	-2	-2%
> Cc1nn(Cc2ccccc2)c2c1C(c1ccccc1)C(C#N)=C(N)O2 (stereo not given)
  -11%	12%[57.1 µM]	-24%	2%	-1%	-11%[11.4 µM]	-5%	2	-12%
> CS(=O)(=O)N(CC(=O)N1CCCCCC1)c1ccc(Cl)cc1
  -1%	-8%	-8%	-1%	-2%	-14%	-8%	-5	2%
> Cc1ccc(NC(=O)N2CCN(C/C=C/c3ccccc3)CC2)cc1
  11%	-4%	-11%	-7%	0%	21%	4%	-3	1%
> Cc1nc(C(=O)NNC(=O)c2c(-c3c(Cl)cccc3Cl)noc2C)cs1
  -5%[57.1 µM]	6%[57.1 µM]	-4%	-5%	3%	-3%	?	-1	-3%
> C=C(C)C1CC=C(CN2CCN(Cc3ccccc3)CC2)CC1 (stereo not given)
  13%	4%	-20%	18%	-5%	-1%	-1%	4	1%
> C/C=C\C=C\C(=O)N1CC2(CC(c3cccc(NC(=O)CC(c4ccccc4)c4ccccc4)c3)=NO2)C[C@H]1C(N)=O (stereo not given in full)
  ?	3%[57.1 µM]	-24%	-6%	6%	?	-1%	3	-21%
> CN1C(=O)CC(NNC(=O)c2ccccc2)C1=O (stereo not given)
  -30%	-8%	0%	3%	2%	5%	-6%	-8	0%

Further records
Under each structure: TrxR1 inh	TrxR1 substrate	USP1-UAF1 inh	mIDH1 inhibitor	Vif-APOBEC3F blk	RGS4 inh	Glioma ERSR ind	LDHA block	Vif-APOBEC3G blk
> CC(=O)Nc1ccc(S(=O)(=O)N2CCN=C2SCc2ccc([N+](=O)[O-])cc2)cc1
  0%	-6%	-6%	9%	6%	-4%	-5%	-8	0%
> OCc1ccc(OCCCOc2cccc3cccnc23)cc1
  22%[11.4 µM]	3%	-13%	-4%	1%	-28%	2%	-10	2%
> COc1ccc(OC)c(NC(=O)CCN2CCN(CCO)CC2)c1
  20%	0%	-9%	0%	0%	?	-1%	-4	-2%
> COc1ccc(OC)c(NC(=O)CSc2n[nH]c(-c3ccccc3Cl)n2)c1
  6%[57.1 µM]	-4%[57.1 µM]	-4%	1%	5%	2%	-2%	6	4%
> COC(=O)C1CN(Cc2ccccc2)C(=O)C1=O (stereo not given)
  8%[57.1 µM]	10%[57.1 µM]	-4%	2%	-5%	12%	-1%	-4	4%
> Nn1c(SCC(=O)Nc2nccs2)nncc1=O
  11%[57.1 µM]	7%[57.1 µM]	-6%	1%	-2%	17%	-4%	-10	1%
> O=C(CCc1nc(-c2ccccc2)c(-c2ccccc2)o1)OCc1ccc(Cl)cc1
  1%	6%	-11%	-3%	-23%	-15%	-2%	-2	-1%
> CN(C)C(CNC(=O)CCc1nc2ccccc2s1)c1ccccc1 (stereo not given)
  ?	8%	7%	0%	-14%	9%	-1%	-5	-1%
> CC1(C)CC[C@]2(CO)CC[C@]3(C)C(=CCC4[C@@]5(C)CC[C@H](O)[C@@](C)(CO)C5CC[C@]43C)[C@@H]2C1 (stereo not given in full)
  -3%[57.1 µM]	0%[57.1 µM]	-20%	-7%	2%	6%	-2%	-11	5%
> Cc1cc(C)n(CC(O)COc2ccccc2Br)n1 (stereo not given)
  32%	4%	-22%	-7%	-2%	13%	0%	-8	4%
> COc1ccc(Cl)cc1NC(=O)CSc1cn(CC(=O)N2CCCC2)c2ccccc12
  10%	3%	8%	-10%	1%	-19%	-3%	-1	0%
> COc1ccc(CNC(=O)CCN2C(=O)c3ccncc3C2=O)cc1OC
  11%	4%	-4%	2%	2%	-13%	-3%	2	0%
> O=c1nc(-c2ccccc2)c2ccccc2[nH]1
  10%[57.1 µM]	26%[57.1 µM]	-7%	-3%	2%	16%	4%	-15	-1%
> COc1ccc(C=C(C#N)C#N)c(CSc2ccccn2)c1
  11µM*	-7%	-12%	2%	-19%	-28%	-1%	-8	-1%
> O=C(CN1CCCC1c1cccs1)Nc1cccc(S(=O)(=O)N2CCCC2)c1 (stereo not given)
  42%[activator]	4%	-17%	-1%	0%	18%	-4%	-4	1%
> Cc1c(C(=O)OCC(=O)NCc2ccc3c(c2)OCO3)cccc1[N+](=O)[O-]
  3%	-5%	-6%	4%	-10%	-6%	-1%	-6	-5%
> COc1ccc(C(=O)Oc2cc(N)n(S(=O)(=O)c3ccccc3)n2)cc1
  7%	4%	-21%	5%	2%	-38%	-5%	-2	6%
> O=C(COc1ccc(S(=O)(=O)NC2CCCCC2)cc1)N1CCN(c2cccc(Cl)c2)CC1
  6%	0%	-16%	7%	3%	-15%	-4%	0	2%
> COc1ccc(OC)c(NC(=O)[C@@]2(CC(=O)O)CC(/C=C/c3ccccc3)=NO2)c1
  -10%	-11%	-21%	17%	0%	0%	-3%	3	-3%
> O=C(Nc1cccs1)OCCN1CCN(Cc2ccccc2)CCC1=O
  8%	-1%	-29%	-14%	-6%	-25%	-5%	1	-2%

A portion of the library, so the mix of outcomes need not match the whole.
